Screening data from PubChem.
Pf Dd2 inh: qHTS Primary assay for Inhibitors of Plasmodium falciparum Dd2 growth in vitro | P. falciparum Dd2 growth, SYBR Green, 72 h | Potency, µM (series often up to 28.9 µM), inactives show at the top dose activity, negative = inhibition, actives largely listed as inhibitors | 120,000 compounds, 4.3% hits; active = well fitted inhibition curve with a large enough effect; inconclusive = small, poorly fitted or top-dose-only effect; inactive = no such curve, though single readings can be large or run the other way;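 note: plate controls were DMSO vehicle for no effect and reference drug for full effect; nearly all actives have a fitted effect of over 65% in size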
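Readout: SYBR Green fluorescence, 485 nm excitation, 535 nm emission, after ~16 h lysis at 37C. Before that, Dd2-infected red cells (2.5% hematocrit) grew 72 h with compound, 29 uM top final concentration.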
Starred values were filed as active, the others as inactive; i = inactive; ? = inconclusive; [ ] = dose if it differs, or a comment. Potency is the fitted concentration of half-maximal effect.

SMILES	Pf Dd2 inh
COc1ccc(S(=O)(=O)N2CCOC[C@H](Oc3ccc(C(F)(F)F)cn3)C2)cc1	?
Cc1nc([C@H]2CCN(Cc3cccnc3)C[C@H]2NC(=O)C2CC2)n[nH]1	30%
CCCCN(c1ccccc1)c1ncnc2c1cnn2-c1cccc(C)c1	47%[activator]
CC(C)(C)CN[C@@H]1CO[C@H](CNC(=O)c2ccc(F)cc2)[C@H]1O	-66%[44.1 µM]
COc1ccc(CCNC(=O)CCn2c(=O)c3ccccc3n(CC(=O)Nc3cc(Cl)ccc3C)c2=O)cc1OC	i
CCCCS(=O)(=O)N1C[C@@H](COC)[C@H](C(=O)NC)C1	-16%
CCN1CCC2(CCC1=O)CN(C(=O)CCc1cccnc1)CCN2C (stereo not given)	-7%
COc1cc(Cl)c(CN2CCC[C@H]2C(=O)O)cc1OC	-9%
Cc1ccc(S(=O)(=O)c2nc(-c3ccccc3F)oc2N2CCCCC2)cc1	-4%
Cc1ccc(-n2c(SCC(=O)c3ccccc3)nc3c([nH]c4ccccc43)c2=O)cc1	39%
CN1CC(=O)N(c2ccccc2F)Cc2c1ncnc2N1CCc2ccccc2C1	?
O=C(NC1CCc2nnc(C3CC3)n2CC1)c1ccc2ccccc2n1 (stereo not given)	?
CN(C)c1ncccc1CNC(=O)COc1ccccc1Cl	-12%
COc1cccc(CN2CCOC3CCN(Cc4cccc(Cl)c4)CC3C2=O)c1 (stereo not given)	i
Cc1ccc(NC(=O)C2CCN(C(=O)c3ncn4c3COC(c3ccc(F)cc3)C4)CC2)c(F)c1 (stereo not given)	i
O=C(c1ccc(F)cc1)N1CCc2nc(-c3ccccc3)nc(-c3ccc(Cl)cc3)c2C1	?
O=C(C1CCOCC1)N1CCC(Oc2ccccc2-c2nc(-c3ccccc3)no2)C1 (stereo not given)	i
COc1ccc(OC)c(NC(=O)CSc2n[nH]c(-c3ccccc3Cl)n2)c1	i
CC(=O)N1CCCC1c1nc2ccccc2n1Cc1ccccc1F (stereo not given)	i
CCOc1ccc(NS(=O)(=O)c2ccc3[nH]cc(C(=O)N(C)Cc4ccccc4)c(=O)c3c2)cc1	35%[activator]
CCOc1ccc(-c2nc3c(c(SCC(=O)Nc4ccccc4C)n2)Cc2ccccc2O3)cc1	-6%
O=C(c1cccnc1N1CC2CC(C1)[C@H]1CCCC(=O)N1C2)N1CC=C(c2ccccc2)CC1 (stereo not given in full)	?
COCCC(=O)N1CCC2(CCN(Cc3cccc(C)c3)CC2)C(CO)C1 (stereo not given)	-9%
CCOC(=O)c1ccccc1NC(=O)Cn1ncc2c([nH]c3ccccc32)c1=O	31%[activator]
Cn1cc(CNC(=O)C[C@@H]2C[C@H]3O[C@H](CNC4CCOCC4)[C@@H](O)[C@H]3O2)cn1	30%[44.1 µM]
CCC(=O)N1CCc2cc(Br)cc(S(=O)(=O)NCCc3ccc(C)cc3)c21	i
O=C(CCC1CCCC1)N1CCCC(c2nc(CCOCC3CCOCC3)no2)C1 (stereo not given)	i
O=C(COc1ccc(Cl)cc1)Nc1ccc(-c2nc3ccccc3s2)c(O)c1	12%
COCCOc1ccc2c(n1)CCN(C(=O)Nc1ccc(C)c(C)c1)C2	-21%
CN(Cc1ccccc1)C(=O)C1CCN(S(=O)(=O)c2ccc3c(c2)oc(=O)n3C)CC1	-24%
O=C([C@@H]1C[C@H](F)CN1S(=O)(=O)c1cccc(Cl)c1)N1CCc2ccccc2C1	23%
O=[S+]([O-])(c1ccccc1)N1CC(Oc2ccc(F)c(F)c2)C1	8%
Cc1ccc(OCC(=O)N2CCC(Cc3n[nH]c(C)n3)CC2)cc1	-22%
COc1ccccc1NC(=O)Cn1c(=O)n(Cc2ccco2)c(=O)c2oc3ccccc3c21	-17%
Cc1ccc(NC(=O)CN2C(=O)C(c3ccc(C(C)(C)C)cc3)=NC2(C)C)cc1	-10%
CCCCN(Cc1ccccc1)Cc1nc(-c2ccc(C(=O)OC)cc2)no1	-7%

The final four records of the part before are carried over, then new ones follow.
SMILES	Pf Dd2 inh
Cc1ccc(OCC(=O)N2CCC(Cc3n[nH]c(C)n3)CC2)cc1	-22%
COc1ccccc1NC(=O)Cn1c(=O)n(Cc2ccco2)c(=O)c2oc3ccccc3c21	-17%
Cc1ccc(NC(=O)CN2C(=O)C(c3ccc(C(C)(C)C)cc3)=NC2(C)C)cc1	-10%
CCCCN(Cc1ccccc1)Cc1nc(-c2ccc(C(=O)OC)cc2)no1	-7%
COc1cccc(CC(=O)NCc2nnc3c(-c4nc(C(C)C)no4)cccn23)c1	?
CC(C)CNC(=O)C1c2ccccc2C(=O)N(Cc2ccco2)C12CCCC2 (stereo not given)	?
Cc1nc(C)c(C(=O)N2CC(Oc3cccc(-c4nc(-c5ccccc5)no4)c3)C2)s1	?
O=C(Nc1ccccc1C(F)(F)F)N1Cc2ccccc2Oc2ncccc21	-11%
CCO[C@H]1CN(C(=O)CCNC(=O)c2cccc(OC)c2)C[C@@H]1O	-6%
COc1cc2nc(SCc3cccc(Cl)c3)n3nc(CCn4nc(C)cc4C)nc3c2cc1OC	-11%
O=C1CC(c2ccccc2)N(Cc2ccncc2)CCCN(C(=O)CN2C(=O)CCC2=O)CCN1 (stereo not given)	-19%
CCCC1(CO)CCCN(C(=O)CCn2ccc(=O)[nH]c2=O)C1 (stereo not given)	-19%
COc1ccc(CN2CCCCC23Cc2ccccc2CNC3=O)c(OC)c1 (stereo not given)	?
O=C(Cc1ccc2c(c1)OCO2)N1CCOCC2(CN(Cc3cc(F)cc(F)c3)C2)C1	107%[activator][44.1 µM]
O=C1Nc2ccccc2CNC12CCN(CC1CCOCC1)CC2	-4%

Gathered by group: the entries above with an NH in an aromatic ring
SMILES	Pf Dd2 inh
Cc1nc([C@H]2CCN(Cc3cccnc3)C[C@H]2NC(=O)C2CC2)n[nH]1	30%
Cc1ccc(-n2c(SCC(=O)c3ccccc3)nc3c([nH]c4ccccc43)c2=O)cc1	39%
COc1ccc(OC)c(NC(=O)CSc2n[nH]c(-c3ccccc3Cl)n2)c1	i
CCOc1ccc(NS(=O)(=O)c2ccc3[nH]cc(C(=O)N(C)Cc4ccccc4)c(=O)c3c2)cc1	35%[activator]
CCOC(=O)c1ccccc1NC(=O)Cn1ncc2c([nH]c3ccccc32)c1=O	31%[activator]
Cc1ccc(OCC(=O)N2CCC(Cc3n[nH]c(C)n3)CC2)cc1	-22%
CCCC1(CO)CCCN(C(=O)CCn2ccc(=O)[nH]c2=O)C1 (stereo not given)	-19%

Some of the compounds tested; rates above refer to the full screens.
